BLM inh: qHTS Assay for Inhibitors of Bloom's syndrome helicase (BLM) | recombinant BLM DNA unwinding, fluorescence dequenching | Potency, µM (doses to about 56.1 µM), inactives show top-dose activity change, negative = inhibition, actives largely listed as inhibitors | 350,000 compounds, 0.2% hits | AID 2528, 2010;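 further: potency means the concentration at half of the fitted maximal effect; plate controls were vehicle for no effect and no enzyme for full effect; nearly all actives have a fitted effect of over 35% in size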
POLB inh: qHTS Assay for Inhibitors of DNA Polymerase Beta; P06746; Potency, µM (series often up to 114 µM), inactives show top-dose activity change, negative = inhibition, most hits filed as inhibitors; Pol beta primer extension/strand displacement, fluorescence kinetic; 340,000 compounds, 1.3% hits; AID 485314, 2010; further: potency means the concentration at half of the fitted maximal effect; on the % scale 0 is the no-effect control and ±100 the full control effect
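Curves were derived by four-parameter Hill fits of normalized qHTS data. The kinetic fluorescent primer-extension read was taken at 0 and 10 min after 50 nM substrate, following a 15 min room-temperature preincubation of 10 nM enzyme with compounds.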
Pol eta inh: qHTS for Inhibitors of Polymerase Eta | Potency, µM (doses to about 114 µM), for inactives: at the highest dose activity change, negative = inhibition, usual class: inhibitors | AID 588591, 2011 | recombinant Pol eta, fluorescent DNA replication assay | 390,000 compounds, 1.2% hits | DNA polymerase eta (Homo sapiens), Q9Y253; further: potency means the concentration at half of the fitted maximal effect; on the % scale 0 is the no-effect control and ±100 the full control effect
Target sequence (Q9Y253 whole entry, looked up): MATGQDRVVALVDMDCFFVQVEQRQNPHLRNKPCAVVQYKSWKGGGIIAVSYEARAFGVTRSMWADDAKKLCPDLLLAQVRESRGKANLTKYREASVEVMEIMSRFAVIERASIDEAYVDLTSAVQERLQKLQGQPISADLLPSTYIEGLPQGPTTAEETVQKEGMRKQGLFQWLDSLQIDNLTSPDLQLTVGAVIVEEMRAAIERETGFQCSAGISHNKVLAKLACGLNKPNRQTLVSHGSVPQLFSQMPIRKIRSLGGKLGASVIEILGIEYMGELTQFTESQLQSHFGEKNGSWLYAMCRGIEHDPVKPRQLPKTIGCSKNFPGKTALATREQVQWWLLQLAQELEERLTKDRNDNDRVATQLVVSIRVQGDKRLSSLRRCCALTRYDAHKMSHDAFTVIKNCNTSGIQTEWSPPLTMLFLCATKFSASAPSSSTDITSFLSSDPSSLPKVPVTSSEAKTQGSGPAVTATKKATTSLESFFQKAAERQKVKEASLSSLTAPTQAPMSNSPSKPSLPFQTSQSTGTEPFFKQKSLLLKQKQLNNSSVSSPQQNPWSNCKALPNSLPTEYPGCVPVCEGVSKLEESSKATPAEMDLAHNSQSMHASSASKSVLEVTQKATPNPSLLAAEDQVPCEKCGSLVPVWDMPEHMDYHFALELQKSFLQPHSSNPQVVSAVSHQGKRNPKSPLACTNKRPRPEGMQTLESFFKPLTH
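Pol eta at 10 nM preincubated with compounds 15 min at room temperature; reaction started with fluorescent substrate (50 nM final) and read kinetically at 0 and 10 min.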
APE1 inh: qHTS Assay for Inhibitors of the Human Apurinic/apyrimidinic Endonuclease 1 (APE1); AID 2517, 2012; Potency, µM (titrated, usually from 65.8 µM), without a hit: at the top dose activity change, negative = inhibition, usual class: inhibitors; 350,000 compounds, 0.35% hits; recombinant APE1, TAMRA/BHQ-2 abasic DNA cleavage fluorescence;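 further: potency means the concentration at half of the fitted maximal effect; plate controls were vehicle for no effect and reference inhibitor for full effect; nearly all actives have a fitted effect of over 55% in size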
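Step 1: APE1 (0.75 nM) with compound, 15 min RT. Step 2: add 50 nM fluorophore/quencher THF duplex. Step 3: three fluorescence reads 60 s apart (525/598 nm); read 3 minus read 1 = reaction progress.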
RXFP1 antag: qHTS Assay for Antagonists of the Relaxin Receptor RXFP1; Relaxin receptor 1 (Homo sapiens), Q9HBX9; AID 1259400, 2018; 350,000 compounds, 0.59% hits; activity change, negative = inhibition, % at 57.5 µM; HEK293-RXFP1, relaxin-stimulated cAMP HTRF, 30 min; active compounds read low;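 active means activity change of -60% or lower, but not beyond a set lower limit; inconclusive means change between -60% and -40%, or beyond the set limit; inactive means change above -40%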; further: on the % scale 0 is the no-effect control and ±100 the full control effect
Anesthetic bind: qHTS Assay for Identification of Novel General Anesthetics. Potency, µM (series often up to 77.5 µM), inactives show top-dose activity change, negative = displacement, hits mostly inhibitors. Ferritin light chain (Equus caballus), P02791. 350,000 compounds, 0.074% hits. apoferritin/1-aminoanthracene competitive binding, fluorescence. AID 485281, 2010; further: potency means the concentration at half of the fitted maximal effect; on the % scale 0 is the no-effect control and ±100 the full control effect; nearly all actives have a fitted effect of over 20% in size
Target sequence (P02791 2-175 limits assumed): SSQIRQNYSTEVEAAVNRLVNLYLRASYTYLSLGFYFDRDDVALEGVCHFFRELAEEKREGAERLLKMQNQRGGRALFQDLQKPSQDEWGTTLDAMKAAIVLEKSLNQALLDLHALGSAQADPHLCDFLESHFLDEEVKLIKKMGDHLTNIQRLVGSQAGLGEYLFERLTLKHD
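Steps: apoferritin (10 uM) was premixed with half-saturated 1-AMA in PBS, compounds were pin-transferred, plates stood 10 min at room temperature, fluorescence was read at 380/535 nm, and curves were fitted with a Hill equation.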
Pol kappa inh: qHTS for Inhibitors of Polymerase Kappa. DNA polymerase kappa (Homo sapiens), Q9UBT6. Potency, µM (series often up to 107 µM), inactives show at the top dose activity, negative = inhibition, actives largely listed as inhibitors. 400,000 compounds, 0.53% hits. purified Pol kappa, fluorescent DNA synthesis assay, 10 min; further: potency means the concentration at half of the fitted maximal effect; on the % scale 0 is the no-effect control and ±100 the full control effect
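Enzyme at 10 nM met test compounds for 15 min at room temperature. Substrate addition (50 nM final) began the reaction, which was monitored by fluorescence at 0 and 10 min.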
PGK inhibitor: qHTS Assay to Find Inhibitors of Phosphoglycerate Kinase; PGK/GAPDH coupled, Kinase-Glo luminescence, 60 min; Potency, µM (series often up to 57.5 µM), inactives show at the top dose activity change, negative = inhibition, most hits filed as inhibitors; 380,000 compounds, 0.043% hits; AID 602233, 2012; further: potency means the concentration at half of the fitted maximal effect; on the % scale 0 is the no-effect control and ±100 the full control effect; nearly all actives have a fitted effect of over 60% in size
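Luminescent ATP detection (Kinase-Glo Plus) follows a 60-minute room-temperature incubation, with wells lacking PGK as controls. Buffer: 100 mM TEA (pH 7.6), 5 mM MgCl2, 0.01% Tween-20. Coupling enzyme GAPDH (100 nM final) supplies unstable 1,3-BPG in-well.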
Pol iota inh: qHTS for Inhibitors of Polymerase Iota; DNA polymerase iota (Homo sapiens), Q9UNA4; Pol iota fluorescent replication assay, 10 min; Potency, µM (top dose mostly 115 µM), for the others: at the highest dose activity, negative = inhibition, usual class: inhibitors; 390,000 compounds, 1% hits; AID 588590, 2011; further: potency means the concentration at half of the fitted maximal effect
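Fluorescent replication assay read twice, at 0 min and 10 min after adding 50 nM (final) substrate. Enzyme (10 nM) and compounds were first incubated 15 min at room temperature; enzyme-free buffer wells were negative controls.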
* hit, by the source's call; i = inactive; ? = inconclusive; . = not tested or not shown; & = joins results of further samples; [ ] = remark or other dose. Unless noted, the call rests on the fitted dose curve; in most records, active means well fitted curve in the direction sought with a large enough effect; inconclusive means small, poorly fitted or top-dose-only effect, or another doubt; inactive means no such curve, though single readings can be large; an effect the other way counts as inactive or inconclusive.

SMILES	BLM inh	POLB inh	Pol eta inh	APE1 inh	RXFP1 antag	Anesthetic bind	Pol kappa inh	PGK inhibitor	Pol iota inh
COC(=O)[C@H](Cc1ccccc1)[C@@H](C)OS(N)(=O)=O	3%	18%	-18%	28%	.	-14%	16%	-4%	7%
COc1ccc2[nH]c(=O)c(-c3nnn(-c4ccc(Cl)nc4)n3)cc2c1	.	.	?	.	.	.	-20%	-10%	46%
COc1ccc(C2CC(=O)Oc3c2c(=O)n(C)c2ccccc32)c(OC)c1OC (stereo not given)	-2%&4%	8%&34%	-23%&-4%	-5%	1	?	-8%&-6%	-7%&6%	10%&4%
COc1ccccc1Nc1nn2c(=O)c3ccc(C(=O)NC4CCC(C)CC4)cc3nc2s1 (stereo not given)	-2%	0%	-2%	.	.	0%	7%	0%	5%
CCOC(=O)CNC(=O)c1ccc(OCC(F)(F)F)cc1	-5%	-5%	5%	-3%	4	-5%	0%	-20%	-5%
Cc1nc2ccc(NC(=O)C3=NN(C)C(=O)CC3)cc2s1	.	.	-1%	14%	-3	.	-2%	-5%	14%
CC1CC(C)(C)OC(C[N+]2(C)CCCCC2)O1 (stereo not given)	-1%	-17%	2%	-2%	-3	-1%	-5%	0%	33%[activator]
CC(=O)OC(COc1ccccc1)Cn1cnc2cc(C)c(C)cc21 (stereo not given)	-4%&-4%	84%&19%	-12%&-11%	-4%	2&-6	?	-5%&-22%	11%	?
CC(=O)Nc1ccc(C(=O)COC(=O)CCS(=O)(=O)c2ccccc2)cc1	.	.	-3%	-9%	-1	.	-8%	2%	10%
CCOc1ccc(OCC)c(NC(=O)CN2CCN(c3cccc(C)c3)C(C)C2)c1 (stereo not given)	-9%	4%	-3%	-6%	-12	-13%	-1%	8%	62%[activator]
CCC(C(=O)O/N=C(\N)c1ccc(C)cc1)c1ccccc1 (stereo not given)	-3%	-2%	-12%	-2%	-8	-10%	-23%	i	-4%
COC(=O)c1ccc(CC(=O)c2ccc(O)cc2O)o1	-11%	4%	?	-5%	-14	-21%	-13%	-7%	8%
CCc1ccc(CNC(=O)CCc2c(C)nn(-c3ccc(N4CCCC4)nn3)c2C)cc1	1%	0%	0%	.	3	-11%	25%	2%	11%
Cc1ccc(OCC(=O)Nc2ccc3nc(SCC(=O)N4CCOCC4)sc3c2)cc1C	-3%	-9%	-22%	.	-6	-7%	-2%	-5%	34%[activator]
O=C(CN1C(=O)NC(c2ccccc2)(c2ccccc2)C1=O)N1CCN(c2ccccc2F)CC1	.	.	-11%	-1%	3	.	-2%	-4%	?
COc1ccc(C(=O)OC(C)C(=O)NC2CCCC2)cc1S(=O)(=O)N1CCOCC1 (stereo not given)	.	.	-10%	18%	-1	.	13%	i	25%
CCc1c(C)nc2c(-c3ccccc3)c(C)nn2c1Nc1ccc(NC(C)=O)cc1	-18%	-1%	-21%	6%	-29	57%[activator]	-26%	-5%	25%
Cc1ccc(C)c(NC(=O)COC(=O)c2cc3ccccc3oc2=O)c1	.	.	1%	40%	0	.	5%	-4%	28%
COc1ccccc1NC(NC(=O)c1ccccn1)C(Cl)(Cl)Cl (stereo not given)	1%	9%	-15%	2%	1	-10%	-2%	-4%	25%
COc1ccc(NC(=S)/N=C(\N)Nc2nc(C)c3ccc(C)cc3n2)cc1	13%	15%	1%	2%	.	-8%	8%	-12%	24%
COc1ccc(C2=NS(=O)(=O)N(C)C(C(=O)NCc3cccs3)=C2)cc1OC	0%	-16%	-28%	-9%	-13	0%	-5%	-1%	35%[activator]
CCC(=O)N(Cc1cc2ccccc2[nH]c1=O)C(C)C	-6%	-13%	-1%	2%	-14	?	0%	6%	1%
O=C1C2C3C=CC(C3)C2C(=O)N1c1ccc2ccccc2n1 (stereo not given)	-6%	-9%	-3%	-5%	13	?	0%	-7%	6%
CSc1nsc2nc(=O)c(/C=C3\C(C)=Nc4ccc(C)cc43)c(N)n12	-12%	-9%	?	1%	-5	66%[activator]	-15%	0%	9%
CCc1ccccc1NC(=O)Cn1c(=O)n(Cc2ccco2)c(=O)c2ccccc21	-5%	-14%	-8%	.	.	6%	-12%	5%	0%

Entries of single compounds from above:
CCC(=O)N(Cc1cc2ccccc2[nH]c1=O)C(C)C is listed with BLM inh = -6%; POLB inh = -13%; Pol eta inh = -1%; APE1 inh = 2%; RXFP1 antag = -14; Anesthetic bind = ?; Pol kappa inh = 0%; PGK inhibitor = 6%; Pol iota inh = 1%
COC(=O)[C@H](Cc1ccccc1)[C@@H](C)OS(N)(=O)=O is listed with BLM inh = 3%; POLB inh = 18%; Pol eta inh = -18%; APE1 inh = 28%; RXFP1 antag = .; Anesthetic bind = -14%; Pol kappa inh = 16%; PGK inhibitor = -4%; Pol iota inh = 7%

Part of the list above, as a markdown table:
| mol | BLM inh | POLB inh | Pol eta inh | APE1 inh | RXFP1 antag | Anesthetic bind | Pol kappa inh | PGK inhibitor | Pol iota inh |
| --- | --- | --- | --- | --- | --- | --- | --- | --- | --- |
| CCc1ccccc1NC(=O)Cn1c(=O)n(Cc2ccco2)c(=O)c2ccccc21 | -5% | -14% | -8% | . | . | 6% | -12% | 5% | 0% |
| CCOc1ccc(OCC)c(NC(=O)CN2CCN(c3cccc(C)c3)C(C)C2)c1 (stereo not given) | -9% | 4% | -3% | -6% | -12 | -13% | -1% | 8% | 62%[activator] |
| COc1ccccc1Nc1nn2c(=O)c3ccc(C(=O)NC4CCC(C)CC4)cc3nc2s1 (stereo not given) | -2% | 0% | -2% | . | . | 0% | 7% | 0% | 5% |

(more compounds)
SMILES	BLM inh	POLB inh	Pol eta inh	APE1 inh	RXFP1 antag	Anesthetic bind	Pol kappa inh	PGK inhibitor	Pol iota inh
CCC(=O)C(C#N)(c1ccc(OC)c(OC)c1)C(C)C (stereo not given)	.	.	-4%	32%	.	.	7%	4%	30%
COc1ccc(-c2cc(=O)oc3cc(OC(C)C(=O)O)ccc23)cc1 (stereo not given)	-6%	20%	1%	6%	-14	-5%	3%	-5%	-7%
O=C(c1ccco1)N1CCN(c2cc(C(F)(F)F)nc3ncnn23)CC1	0%	29%	-4%	4%	2	-7%	-12%	-6%	-5%
CCCc1nnc(NC(=O)CCCC(=O)O)s1	4%	37%	-16%	0%	-11	-1%	-4%	-10%	-8%
Cc1cccc(NC(=O)Cn2c(C(F)(F)F)nc3ccccc32)c1C	-6%	0%	12%	.	.	-4%	-1%	2%	15%
O=C(O)C(O)Cc1c[nH]c2ccccc12 (stereo not given)	-2%	-3%	-4%	2%	.	6%	9%	-10%	-15%
CCN(CC)c1ccc(C(=O)OCC(=O)NCC2CCCO2)cc1 (stereo not given)	-1%	1%	8%	2%	-3	-13%	-10%	-10%	14%
COC(=O)/C=C1\N/C(=N\c2nc(C)cc(C)n2)N(c2ccc(C)cc2)C1=O	-7%	0%	2%	-2%	6	-12%	-1%	.	-3%
CC1(C)Cc2[nH]c3ccccc3c2C(C)(C)N1	0%	11%	-12%	-8%	7	1%	-1%	-2%	-8%
COc1ccccc1CNC(=O)CCNC(=O)C1CCN(S(=O)(=O)c2ccccc2)CC1	3%	89%	-8%	34%	0	-1%	8%	1%	?
COc1cccc(SCc2noc(C(=O)NCC3CC3)c2C(=O)NCC2CC2)c1	.	.	-21%	.	.	.	2%	-5%	-1%
CCOc1ccc(C(=O)NCc2ccco2)cc1Cl	-4%	?	-16%	45%	6	-20%	-17%	-6%	?
CCCc1nc2c(s1)CCc1onc(-c3cccc([N+](=O)[O-])c3)c1-2	.	.	-15%	0%	.	.	2%	-8%	25%
Cc1ccnc(SCCn2c(N3CCN(Cc4ccccc4)CC3)nc3c2c(=O)[nH]c(=O)n3C)n1	2%	35%	-23%	-2%	-7	-13%	10%	-5%	49%[activator]
Cc1ccc(N(CC(=O)NCc2ccco2)C(=O)CNS(=O)(=O)c2ccccc2)c(C)c1	-1%	4%	0%	-11%	17	-8%	-15%	0%	28%
CCN(C(=O)CSc1nnc(-c2ccccc2Cl)n1N)c1c(N)n(Cc2ccccc2)c(=O)[nH]c1=O	.	.	-7%	.	3	.	-21%	0%	-5%
Cc1ccc(-c2c3c(=O)n(C)c(=O)n(C)c3cn2Cc2ccccn2)cc1	-2%	24%	-2%	-3%	-6	-17%	-3%	4%	?
CCOc1nc(NCCc2ccc(OC)c(OC)c2)nc(N2CCN(c3ccc(OC)cc3)CC2)n1	-3%	-9%	-4%	-1%	2	-4%	-4%	-3%	18%
Cc1ccc(OCC(=O)Nc2ccc(N3CCN(C(=O)c4ccco4)CC3)cc2)c(C)c1	-9%	31%	6%	-15%	-12	-1%	-20%	-7%	?
Cc1ccc(C(=O)NCC(=O)OCC(=O)Nc2ccc(Cl)cn2)cc1	.	.	-6%	-4%	0	.	5%	0%	-18%
COCCCNC1CS(=O)(=O)CC1O (stereo not given)	-3%	13%	-14%	-2%	-1	-12%	-8%	-4%	13%
Cc1cccc(N(CC(N)=O)S(C)(=O)=O)c1C	0%	14%	-5%	-5%	-1	-2%	-4%	9%	9%
C=CCNC(=O)c1cc(-c2ccccc2O)on1	-2%	1%	-14%	-4%	-5	15%	17%	-8%	-7%

From PubChem

The list is partial; count on the stated rates, not on these rows.
